Screens as filed in PubChem.
RORg inh = qHTS for inhibitors of ROR gamma transcriptional activity | 310,000 compounds, 5.4% hits | Drosophila S2 Gal4-RORgamma UAS-luciferase reporter, 20 h | Nuclear receptor ROR-gamma (Mus musculus), P51450 | Potency, µM (highest dose often 53.6 µM), inactives show at the highest dose activity change, negative = inhibition, actives largely listed as inhibitors; further: potency means the concentration at half of the fitted maximal effect; on the % scale 0 is the no-effect control and ±100 the full control effect; nearly all actives have a fitted effect of over 60% in size
Target sequence (P51450 whole entry, looked up, the tested form may be a part): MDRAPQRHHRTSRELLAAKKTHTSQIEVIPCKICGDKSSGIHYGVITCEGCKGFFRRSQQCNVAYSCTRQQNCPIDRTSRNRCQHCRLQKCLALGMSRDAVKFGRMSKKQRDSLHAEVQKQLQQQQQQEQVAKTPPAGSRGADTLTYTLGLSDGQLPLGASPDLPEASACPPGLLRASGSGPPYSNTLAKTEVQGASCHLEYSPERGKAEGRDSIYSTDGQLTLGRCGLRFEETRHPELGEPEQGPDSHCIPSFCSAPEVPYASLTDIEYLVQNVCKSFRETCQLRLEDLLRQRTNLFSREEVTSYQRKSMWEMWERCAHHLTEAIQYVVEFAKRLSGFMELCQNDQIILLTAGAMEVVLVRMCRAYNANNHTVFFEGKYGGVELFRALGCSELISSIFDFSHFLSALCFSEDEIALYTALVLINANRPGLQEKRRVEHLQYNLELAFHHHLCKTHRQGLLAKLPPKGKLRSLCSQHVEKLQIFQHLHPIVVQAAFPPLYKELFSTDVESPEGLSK
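In this cell-based reporter format, copper sulfate (700 uM final) drives Gal4–ROR gamma fusion expression from a metallothionein promoter in Drosophila Schneider cells; compounds preincubated 1 hr, reporter read after 20 hr at ambient temperature.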
PKM2 activator = qHTS Assay for Activators of Human Muscle isoform 2 Pyruvate Kinase; Pyruvate kinase PKM (Homo sapiens), P14618; purified PKM2, Kinase-Glo ATP luminescence, activation; response scale: 0% is enzyme alone, no compound; Potency, µM (series often up to 57.5 µM), inactives show at the top dose activation, most hits filed as activators; 260,000 compounds, 0.34% hits; further: potency means the concentration at half of the fitted maximal effect; on the % scale 0 is the no-effect control and ±100 the full control effect; nearly all actives have a fitted effect of over 55% in size
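ATP formation by purified human PK-M2, quantified via coupled luciferase luminescence after 1 h at room temperature with 0.1 mM ADP and 0.5 mM PEP final.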
Mito fusion act = qHTS Assay for Small Molecule Inhibitors of Mitochondrial Division or Activators of Mitochondrial Fusion; S. cerevisiae fusion-defective mutant growth rescue, CellTiterGlo 48 h; Potency, µM (titrated, usually from 46.1 µM), without a hit: top-dose growth rescue (activation), usual class: activators; 320,000 compounds, 0.23% hits;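 further: potency means the concentration at half of the fitted maximal effect; % of control where 0% means no effect; nearly all actives have a fitted effect of over 45% in size; temperature-sensitive fusion mutants such as fzo1-1 at 37 °C on non-fermentable ethanol glycerol medium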
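Temperature-sensitive fusion-defective S. cerevisiae (e.g. fzo1-1, mgm1-5) were grown with compound in YPEG medium (3% ethanol, 3% glycerol) for 48 hours at 37C. Growth rescue was measured as viability by CellTiterGlo luminescence after 10 minutes at ambient.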
KCNH2 3.1 inh = qHTS for Inhibitors of KCHN2 3.1: Mutant qHTS. Potassium voltage-gated channel subfamily H member 2, brain isoform KCNH2 3.1 (human). U2OS KCNH2 3.1, thallium flux FluxOr; hits give low values. activity change, % (tested at about 1.8 µM). 340,000 compounds, 0.95% hits. AID 720553, 2013;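 active means maximum activity change below -70%; inconclusive means maximum activity change from -70% to -50%; inactive means maximum activity change above -50%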;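 further: thallium influx rate constant from kinetic fluorescence after stimulation buffer; on the % scale 0 is the no-effect control and ±100 the full control effect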
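Virally transduced U2OS (3.1 isoform, 4 h infection in dark at RT) → overnight 37 C → FluxOr + Red40 in HBSS/HEPES, 45 min → stimulation buffer, 2 min kinetic read → rate constant vs DMSO controls.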
Menin MLL FP TR = qHTS Assay for Inhibitors Targeting the Menin-MLL Interaction in MLL Related Leukemias: Competition With Texas Red Labeled MLL-derived Mutant Peptide. O00255. Menin + Texas Red MLL mutant peptide, fluorescence polarization. Potency, µM (doses to about 61.6 µM), for the others: top-dose FP activity change, negative = inhibition, actives largely listed as inhibitors. 270,000 compounds, 0.23% hits. AID 1768, 2009; active means well fitted inhibition curve with a large enough effect in the polarisation, with a control signal flat, not every such curve was filed as active; inconclusive means small, poorly fitted or top-dose-only effect, or effect the other way, or a change in a side signal; inactive means no such curve, though single readings can be large or run the other way; the % refers to the polarisation; further: potency means the concentration at half of the fitted maximal effect; % of control where 0% means no effect; many of its hits are not listed in these tables
Target sequence (O00255 whole entry, looked up): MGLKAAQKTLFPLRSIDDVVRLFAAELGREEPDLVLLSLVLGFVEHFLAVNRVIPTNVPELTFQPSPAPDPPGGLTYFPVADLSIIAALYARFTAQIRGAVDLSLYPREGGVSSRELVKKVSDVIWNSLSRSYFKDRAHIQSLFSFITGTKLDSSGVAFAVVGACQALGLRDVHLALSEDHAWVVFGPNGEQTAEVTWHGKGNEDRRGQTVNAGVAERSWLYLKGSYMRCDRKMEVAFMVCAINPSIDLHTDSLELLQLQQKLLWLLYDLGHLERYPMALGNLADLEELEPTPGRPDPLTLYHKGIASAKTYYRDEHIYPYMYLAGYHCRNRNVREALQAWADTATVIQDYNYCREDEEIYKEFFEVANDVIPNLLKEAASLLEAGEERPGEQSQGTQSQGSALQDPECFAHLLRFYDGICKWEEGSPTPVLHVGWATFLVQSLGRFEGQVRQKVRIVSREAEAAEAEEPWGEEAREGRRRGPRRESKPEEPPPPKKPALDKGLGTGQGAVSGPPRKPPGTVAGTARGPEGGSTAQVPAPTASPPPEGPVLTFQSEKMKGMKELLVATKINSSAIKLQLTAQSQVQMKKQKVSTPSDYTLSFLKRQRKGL
VP16 counter = VP16 counterscreen qHTS for inhibitors of ROR gamma transcriptional activity | Potency, µM (doses to about 53.6 µM), for the others: at the highest dose activity, negative = inhibition, most hits filed as inhibitors | Drosophila S2 Gal4-VP16 UAS-luciferase, luminescence, 20 h | 310,000 compounds, 3.5% hits | AID 2546, 2010;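 further: Gal4-VP16 expression switched on by copper sulfate through the metallothionein promoter; potency means the concentration at half of the fitted maximal effect; on the % scale 0 is the no-effect control and ±100 the full control effect; nearly all actives have a fitted effect of over 50% in size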
FLuc counter = qHTS profiling assay for firefly luciferase inhibitor/activator using purifed enzyme and Km concentrations of substrates (counterscreen for miR-21 project); Potency, µM (top dose mostly 57.5 µM), for the others: at the highest dose activity change, negative = inhibition, hits mostly inhibitors; 360,000 compounds, 6.9% hits; purified FLuc, Km substrates, luminescence inhibition; Luciferin 4-monooxygenase (Photinus pyralis), P08659;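 further: potency means the concentration at half of the fitted maximal effect; plate controls were vehicle for no effect and reference inhibitor for full effect; nearly all actives have a fitted effect of over 55% in size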
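Purified P. pyralis luciferase (10nM final) with 10uM D-luciferin and 10uM ATP (Km levels) in 50mM Tris acetate pH 7.5, 10mM Mg acetate, 0.01% Tween-20, 0.05% BSA; qHTS 6-point titration, ~60 µM downward; luminescence read.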
NPC1 prom act = qHTS Assay for NPC1 Promoter Activators. AID 485313, 2010. Potency, µM (doses to about 9.22 µM), without a hit: at the top dose activation, most hits filed as activators. 320,000 compounds, 2.4% hits. Huh7 NPC1 promoter luciferase reporter, 24 h;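 further: potency means the concentration at half of the fitted maximal effect; % of control where 0% means no effect; nearly all actives have a fitted effect of over 60% in size; reporter is driven by a mutant NPC1 promoter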
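Luciferase expression driven by the NPC1 promoter was measured in stably transfected Huh7 cells after a 24 h compound incubation, using a luciferase reagent and a luminescence read.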
ELG1 DNA repair = qHTS screen for small molecules that inhibit ELG1-dependent DNA repair in human embryonic kidney (HEK293T) cells expressing luciferase-tagged ELG1; 330,000 compounds, 2.3% hits; HEK293T ELG1-luciferase reporter, luminescence, 16 h; DNA damage induced by 5-fluorouridine; Potency, µM (titrated, usually from 46.1 µM), without a hit: top-dose activity change, negative = inhibition, most hits filed as inhibitors; AID 504467, 2011; further: potency means the concentration at half of the fitted maximal effect; on the % scale 0 is the no-effect control and ±100 the full control effect; nearly all actives have a fitted effect of over 55% in size
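Luminescence from the luciferase reporter, measured 30 min after ONE-Glo reagent at room temperature, was the read-out. Beforehand, 2,000 cells per well were exposed for 16 hr at 37 °C to 5-fluorouridine together with compound or vehicle.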
MBNL1-CUG inh = qHTS Assay for Inhibitors of MBNL1-poly(CUG) RNA binding; Potency, µM (doses to about 57.5 µM), for the others: at the top dose activity change, negative = inhibition, usual class: inhibitors; 280,000 compounds, 0.036% hits; TR-FRET MBNL1-His/biotin-(CUG)12 binding, 665/545 ratio; AID 2675, 2010; Muscleblind-like protein 1 (Homo sapiens), Q9NR56; active means well fitted inhibition curve with a large enough effect in the signal ratio, with a control signal flat, not every such curve was filed as active; inconclusive means small, poorly fitted or top-dose-only effect, or effect the other way, or a change in a side signal; inactive means no such curve, though single readings can be large or run the other way; the % refers to the signal ratio; further: potency means the concentration at half of the fitted maximal effect; on the % scale 0 is the no-effect control and ±100 the full control effect
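TR-FRET between His-tagged MBNL1 and biotin-(CUG)12 RNA, detected with Tb anti-His antibody (0.055 ng/ul) and streptavidin-XL665 (5 nM), 60 min at room temperature. Compounds titrated 92 nM to 58 uM; 665/545 nm ratio normalized to buffer and complex controls.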
Rab9 promoter act = qHTS Assay for Rab9 Promoter Activators; 320,000 compounds, 2.8% hits; Huh7 Rab9 promoter-luciferase reporter, luminescence, 24 h; AID 485297, 2010; Potency, µM (highest dose often 9.22 µM), without a hit: top-dose activation, negative = inhibition, hits mostly activators; further: potency means the concentration at half of the fitted maximal effect; % of control where 0% means no effect; nearly all actives have a fitted effect of over 60% in size
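Steps: seed 1500 Huh7 Rab9-luc cells per well, rest 2 h at 37 °C; add compound in DMSO; incubate 24 h; add luciferase reagent, 10 min ambient; read luminescence.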
* marks the source's active call; other numbers are inactive results; ? = inconclusive; · = not tested or not shown; & = joins results of further samples; [ ] = another dose, or the depositor's remark. Unless noted, the call rests on the fitted dose curve; in most records, active means well fitted curve in the direction sought with a large enough effect; inconclusive means small, poorly fitted or top-dose-only effect, or another doubt; inactive means no such curve, though single readings can be large; an effect the other way counts as inactive or inconclusive. These rows are one share of the data, so the mix of outcomes need not match the whole.

SMILES	RORg inh	PKM2 activator	Mito fusion act	KCNH2 3.1 inh	Menin MLL FP TR	VP16 counter	FLuc counter	NPC1 prom act	ELG1 DNA repair	MBNL1-CUG inh	Rab9 promoter act
CC[N+](CC)(CC#Cc1ccccc1)CC(=O)c1ccc(Cl)cc1	-5%	1%	-1%	7	5%	?	-1%	-3%	-7%	?	-2%
CCN(CC)c1ccc(/C=N/NC(=S)NCc2ccco2)cc1	1.8µM*	5%	12%	-4	?	3.2µM*	?	-3%	?	33%[activator]	-2%
O=C(NCc1ccccn1)c1nnc(Cc2ccc(Cl)cc2)o1	20%	-2%	-2%	10	-3%	2%	1%	-7%	3%	9%	0%
CSc1ccccc1OCc1cc(C(=O)N2CCC[C@H]2C(N)=O)no1	3%	-8%[0.46 µM]	-2%	-7	-9%	-3%	-1%	-2%	-10%	1%	5%
CC(C)[C@H]1COCCS(=O)(=O)N1Cc1cccc(Cl)c1	-20%	-5%	-2%	-12	4%	-2%	3%	-2%	0%	-3%	2%
Cc1c(C(=O)c2cccc(F)c2)c2ccccn2c1CCC#N	0%	6%	?	6	15%	-8%	-9%	0%	-18%	·	1%
COc1cccc(CN(C)C(=O)CSCC(=O)Nc2cccc(C)c2)c1OC	·	·	0%	-6	·	·	2%	-4%	-14%	·	-7%
COc1ccc(/C=C2/C(=N)N3N=C(CC(=O)N4CCCC4)SC3=NC2=O)cc1	-11%	·	·	11	7%	-3%	-25%	-1%	13%	7%	5%
Cc1nc2ccc(NC(=O)CS(=O)(=O)c3ccc(F)cc3)cc2s1	·	·	-14%	16	·	·	?	29%	?	·	28%
S=c1[nH]c(-c2ccc(Br)cc2)cn1CCc1ccccc1	6.3µM*	-3%	-2%	-2	?	20%[10 µM]	-7%	6%	2%	70%[activator]	2%
Cc1cc(C)n2nc(SCc3nnc(-c4cccs4)o3)nc2n1	3%	-1%	-3%	21	-7%	8%	-1%	-2%	?	0%	-3%
Cc1[nH]c2ccccc2c1C(=O)CN1CCCCC1C (stereo unspecified)	-2%	-10%	13%	1	-1%	-4%	-1%	-17%	-4%	3%	2%
COc1ccccc1CC(=O)OC(C)C(=O)Nc1ccc(S(=O)(=O)N2CCCCC2)cc1 (stereo unspecified)	·	·	0%	-4	·	·	0%	-1%	-9%	·	1%
Cc1ccc(S(=O)(=O)n2nc(OC(=O)c3cccc(F)c3)cc2N)cc1	-12%	0%	-6%	0	-10%	9%	3%	-3%	-16%	-1%	0%
CCOC(=O)C1CCN(C(=O)c2sc3nc(-c4ccc(F)cc4)cn3c2C)CC1	5%	7%	1%	-11	-1%	0%	-10%	15%	?	10%	3%
O=C(CSc1nnc(Cc2cc(=O)[nH]c(=O)[nH]2)n1-c1ccc(Cl)cc1)N1CCc2ccccc21	3%	-2%	1%	·	-15%	-6%	-1%	-6%	5%	-13%	5%
Cc1ccccc1NC(=O)c1cn(-c2ccccc2)nc1-c1ccccc1	?	0%	8%	17	3%	2%	1%&-27%	-5%	?	·	-4%
Cn1c(Cc2ccccc2)nnc1SCC(=O)c1ccc(Br)s1	?	6%	6%	-8	15%	?	-2%	2%	14%	?	-9%
COc1ccc(OC)c(NC(=O)Nc2ccccc2C)c1	18%	-3%	-4%	-1	4%	15%	-7%	-2%	0%	-1%	-3%
COc1ccc(C(=O)Nc2cccc(C(=O)N3CCN(C)CC3)c2)cc1	15%	2%	-3%	-8	-14%	0%	-10%[2.3 µM]	?	25%	-4%	?
CCCCc1c(O)nc(SCC(=O)N2CCOCC2)[nH]c1=O	1%	1%	1%	2	-14%	-2%	3%	-4%	7%	-14%	-3%
O=C1NC(=O)C2(COC(c3ccncc3)OC2)S1 (stereo unspecified)	-3%	-16%	9%	-24	6%	-7%	-1%	5%	23%	7%	-1%
COc1cccc(NC(=S)/C(=C(\[O-])c2cc(C)n(-c3ccccc3F)c2C)[n+]2ccc(N(C)C)cc2)c1	32%	-6%	-1%	19	-13%	-10%	?	4%	?	10%	18%
CCC(C)NCCOc1cccc(Br)c1 (stereo unspecified)	-6%	-1%	-5%	0	-11%	-3%	6%	2%	-1%	-8%	-3%
COc1ccc(CCC(=O)N2CCN(C3CCCCC3)CC2)cc1	4%	0%	-2%	?	8%	0%	4%	-5%	17%	-2%	-1%
CC(=O)c1ccc(C(=O)NC2CCCN(Cc3ccccc3F)C2)s1 (stereo unspecified)	8%	-5%	0%	12	·	-3%	5%	-5%	-1%	?	-5%
Cc1cc(=O)[nH]c2ccc(S(=O)(=O)NCc3ccccc3)cc12	15%	-2%	5%	2	1%	-7%	-1%	1%	18%	19%	0%
COc1ccc2cc(/C=C/C(=O)c3ccco3)c(Cl)nc2c1	?	5%	-2%	·	0%	?	?	?	?	4%	?
Cc1cc(Br)ccc1NC(=O)CN(C)C(=O)Cn1c(=O)cnc2ccccc21	1%	2%	-12%	-1	·	1%	1%	2%	-2%	-3%	0%
O=C(O)c1ccc(S(=O)(=O)c2ccccc2)cc1	-3%	12%	-2%	-10	10%	24%	-2%[2.3 µM]	-1%	-1%	5%	2%
COC(=O)CN(C)C(=O)c1ccc2nc(Cc3cccc(Cl)c3)oc2c1	0%[1.91 µM]	-11%	0%	-7	0%	-9%	24µM*	2.8µM*	?	9%	3.5µM*
O=C(Cc1ccccc1)NCCCc1ccccc1	36%	-2%	-1%	-8	-11%	-18%	-6%	19%	?	-2%	8%
O=c1[nH]nc(-c2ccc(F)cc2)cc1Cc1ccccn1	9%	-5%	-4%	13	·	11%	-1%	0%	3%	-2%	-4%
CC(C)CC(=O)NC1(C(F)(F)F)C(=O)N(Cc2ccccc2)C2=C1C(=O)CC(C)(C)C2 (stereo unspecified)	10%	-1%	2%	6	-9%	-8%	0%	-3%	7%	2%	-4%
O=C(O)c1ccc(N2Cc3ccccc3C2)cc1O	-28%	-57%	3%	0	?	-17%	24µM*	21%	?	7%	27%
O=C1ON=C(c2ccccc2)/C1=C/c1ccc(OS(=O)(=O)c2ccccc2)cc1	-10%	?	-8%	5	?	3%	-19%	1%	16%	67%[activator]	-1%
O=C(CN(Cc1ccc(F)cc1)C(=O)CNS(=O)(=O)c1ccccc1)NCC1CCCO1 (stereo unspecified)	0%	-9%	-1%	-4	-2%	-1%	2%	-4%	?	-7%	13%
COc1ccc(CNS(=O)(=O)c2ccc(NC(=O)N3CCCCC3)cc2)cc1	·	2%	0%	-2	4%	·	-2%	-11%	?	0%	-27%
COC(=O)c1cccc(C(=O)N2CCCC(Nc3ccc4c(c3)OCCO4)C2)c1 (stereo unspecified)	10%	·	0%	26	·	3%	-2%	-1%	-2%	-1%	13%
COc1ccc(S(=O)(=O)n2nc(OC(=O)c3ccccc3Br)cc2N)cc1	-26%	-24%	-4%	2	15%	-18%	-3%	1%	17%	-5%	2%
COc1cc(S(=O)(=O)N2CCN(Cc3ccccc3)CC2)ccc1Br	-21%	8%	5%	-16	22%	23%	1%	0%	0%	-1%	-5%
Cc1cc(C)nc(NC(=O)CSc2nc3ccccc3o2)n1	?	9%	1%	-13	-3%	6%	-15%	23%	?	4%	?
CCOc1ccccc1C(=O)Nc1cc(=O)n(C)c(=O)n1C	-10%	-2%	0%	-6	13%	1%	0%	-1%	3%	6%	-11%
COc1ccc(S(=O)(=O)NCCSC(C)(C)C)cc1Cl	-1%	2%	-1%	0	4%	-8%	2%	-1%	?	-15%	2%
